JMJD2A Tudor inh – blocks the human JMJD2A Tudor domain. O75164. 390,000 compounds, 4.4% hits. AlphaScreen JMJD2A-Tudor / H3K4me3 peptide binding. Potency, µM (highest dose often 114 µM), for inactives: at the highest dose activity change, negative = inhibition, usual class: inhibitors; further: potency means the concentration at half of the fitted maximal effect; on the % scale 0 is the no-effect control and ±100 the full control effect; nearly all actives have a fitted effect of over 50% in size
G9a block – G9a (human) methyltransferase inhibition; Q96KQ7; G9a H3K9 monomethylation, AlphaScreen, 2 h; Potency, µM (titrated, usually from 102 µM), for inactives: at the highest dose activity, negative = inhibition, usual class: inhibitors; 350,000 compounds, 8.8% hits; AID 504332; further: potency means the concentration at half of the fitted maximal effect; on the % scale 0 is the no-effect control and ±100 the full control effect; nearly all actives have a fitted effect of over 75% in size
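Enzyme 20 nM + cpd, 15 min RT; add b-H3K9 pep 500 nM / SAM 20 uM; 2 h RT; anti-H3K9me1 Ab 0.5 ug/mL + SA donor / anti-rabbit acceptor beads 20 ug/mL each, 10 min; AlphaScreen read.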
PI4K2A block – blocks human PI4K2A kinase activity; activity change, negative = inhibition, % at 76.9 µM; Q9BTU6; 420,000 compounds, 0.13% hits; purified PI4K2A, ADP-Glo luminescence, 1 h; hits give low values; AID 1346378; in the data active means activity change below about -50%; inconclusive means mostly about -30% to -49%;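 further: -100% = wells without enzyme as full effect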
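Compounds are screened against recombinant PI4K2A using PI as substrate and ATP, the latter dispensed at 300 microM. Reactions run one hour at ambient temperature before ADP-Glo detection; full inhibition defined by wells lacking enzyme.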
Pin1 inhibitor – human Pin1 inhibition; Q13526; Pin1 FP peptide displacement, HiFluor488, 10 min; Potency, µM (doses to about 115 µM), for the others: top-dose activity, negative = inhibition, usual class: inhibitors; 390,000 compounds, 0.009% hits; active means well fitted inhibition curve with a large enough effect in the polarisation, with a control signal flat, not every such curve was filed as active; inconclusive means small, poorly fitted or top-dose-only effect, or effect the other way, or a change in a side signal; inactive means no such curve, though single readings can be large or run the other way; the % refers to the polarisation; further: potency means the concentration at half of the fitted maximal effect; on the % scale 0 is the no-effect control and ±100 the full control effect
PGK inhibitor – T. brucei PGK inhibition; P07378; PGK/GAPDH coupled, Kinase-Glo luminescence, 60 min; Potency, µM (doses to about 57.5 µM), inactives show at the top dose activity change, negative = inhibition, actives largely listed as inhibitors; 380,000 compounds, 0.043% hits; further: potency means the concentration at half of the fitted maximal effect; on the % scale 0 is the no-effect control and ±100 the full control effect; nearly all actives have a fitted effect of over 60% in size
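Recombinant glycosomal PGK reaction used 1,3-bisphosphoglycerate generated in-well by GAPDH (100nM final) in 100mM TEA pH 7.6, 5mM MgCl2, 0.01% Tween-20. After 60 minutes at room temperature, ATP was read by Kinase-Glo Plus luminescence end-point.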
BAZ2B inh – inhibitors of human BAZ2B bromodomain | Q9UIF8 | AlphaScreen BAZ2B-H3K14Ac peptide displacement | Potency, µM (titrated, usually from 114 µM), for inactives: at the highest dose activity change, negative = inhibition, actives largely listed as inhibitors | 360,000 compounds, 4.4% hits | AID 504333; further: potency means the concentration at half of the fitted maximal effect; on the % scale 0 is the no-effect control and ±100 the full control effect; nearly all actives have a fitted effect of over 60% in size
Target sequence (Q9UIF8 whole entry, looked up): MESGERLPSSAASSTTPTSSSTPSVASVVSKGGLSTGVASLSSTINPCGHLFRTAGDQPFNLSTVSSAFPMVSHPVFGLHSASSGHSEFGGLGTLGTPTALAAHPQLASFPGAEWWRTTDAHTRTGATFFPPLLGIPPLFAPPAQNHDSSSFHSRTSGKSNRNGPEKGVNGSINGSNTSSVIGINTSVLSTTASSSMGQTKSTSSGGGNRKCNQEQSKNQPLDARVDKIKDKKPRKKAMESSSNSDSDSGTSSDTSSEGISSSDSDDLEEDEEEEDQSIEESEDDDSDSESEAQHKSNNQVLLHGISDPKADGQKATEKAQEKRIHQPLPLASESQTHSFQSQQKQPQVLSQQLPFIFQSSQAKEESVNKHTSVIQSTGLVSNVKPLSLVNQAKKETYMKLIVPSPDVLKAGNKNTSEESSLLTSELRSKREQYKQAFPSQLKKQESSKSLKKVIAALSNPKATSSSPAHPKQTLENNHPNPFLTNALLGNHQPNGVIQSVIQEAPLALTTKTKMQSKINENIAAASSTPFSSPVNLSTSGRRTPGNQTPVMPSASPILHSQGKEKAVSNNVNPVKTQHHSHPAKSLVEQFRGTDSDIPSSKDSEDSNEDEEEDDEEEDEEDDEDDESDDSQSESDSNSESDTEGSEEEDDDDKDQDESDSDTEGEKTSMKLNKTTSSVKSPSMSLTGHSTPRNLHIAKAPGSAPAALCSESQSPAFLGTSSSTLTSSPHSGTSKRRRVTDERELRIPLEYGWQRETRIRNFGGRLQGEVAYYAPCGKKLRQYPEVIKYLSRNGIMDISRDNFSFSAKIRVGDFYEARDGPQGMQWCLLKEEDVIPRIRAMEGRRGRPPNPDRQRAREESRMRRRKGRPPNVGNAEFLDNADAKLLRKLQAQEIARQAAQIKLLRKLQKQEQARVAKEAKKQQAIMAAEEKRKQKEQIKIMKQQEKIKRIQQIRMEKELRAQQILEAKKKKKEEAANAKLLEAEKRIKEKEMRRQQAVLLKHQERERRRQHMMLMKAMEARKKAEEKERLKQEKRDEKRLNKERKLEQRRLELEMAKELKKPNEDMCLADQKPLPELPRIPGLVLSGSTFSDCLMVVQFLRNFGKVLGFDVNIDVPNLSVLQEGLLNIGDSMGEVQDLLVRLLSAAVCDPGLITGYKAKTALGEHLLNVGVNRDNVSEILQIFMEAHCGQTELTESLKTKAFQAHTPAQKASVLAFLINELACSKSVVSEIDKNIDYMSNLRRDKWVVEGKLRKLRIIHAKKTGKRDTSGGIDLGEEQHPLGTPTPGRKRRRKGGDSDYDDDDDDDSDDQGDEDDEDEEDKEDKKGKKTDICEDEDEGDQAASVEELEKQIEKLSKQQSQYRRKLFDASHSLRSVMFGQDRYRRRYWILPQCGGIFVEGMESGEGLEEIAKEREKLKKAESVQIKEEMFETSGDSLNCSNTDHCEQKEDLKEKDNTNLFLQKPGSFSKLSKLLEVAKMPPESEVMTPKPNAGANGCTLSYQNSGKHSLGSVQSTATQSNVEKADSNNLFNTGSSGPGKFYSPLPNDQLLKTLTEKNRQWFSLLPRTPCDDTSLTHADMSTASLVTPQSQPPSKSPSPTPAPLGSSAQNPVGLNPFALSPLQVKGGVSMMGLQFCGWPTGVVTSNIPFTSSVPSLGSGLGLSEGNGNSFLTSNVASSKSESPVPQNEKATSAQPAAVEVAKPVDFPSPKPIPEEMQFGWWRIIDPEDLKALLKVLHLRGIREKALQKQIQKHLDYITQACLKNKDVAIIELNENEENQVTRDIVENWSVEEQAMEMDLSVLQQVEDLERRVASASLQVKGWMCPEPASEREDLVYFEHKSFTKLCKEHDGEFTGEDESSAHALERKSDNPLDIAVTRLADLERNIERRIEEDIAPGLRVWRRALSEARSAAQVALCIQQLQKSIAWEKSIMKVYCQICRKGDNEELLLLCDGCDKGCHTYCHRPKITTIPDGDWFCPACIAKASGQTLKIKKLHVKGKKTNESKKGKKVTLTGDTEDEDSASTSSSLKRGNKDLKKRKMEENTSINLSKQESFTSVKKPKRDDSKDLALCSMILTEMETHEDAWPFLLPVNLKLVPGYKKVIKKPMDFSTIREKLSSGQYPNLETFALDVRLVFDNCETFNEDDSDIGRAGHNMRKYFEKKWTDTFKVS
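AlphaScreen displacement: compounds (up to 110uM) incubated 30 min at room temperature with a preformed 50 nM BAZ2B/50 nM biotinylated H3K14Ac peptide complex in PBS pH 7.4 with Tween-20. Donor and acceptor beads at 10 ug/mL final added, 20 min light-protected before reading.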
ERG Ets-DNA blk – ERG Ets/DNA interaction inhibition | Potency, µM (series often up to 76.9 µM), without a hit: top-dose FP activity, negative = inhibition, usual class: inhibitors | fluorescence polarization, His-ERG Ets domain / labelled DNA | P11308 | 370,000 compounds, 0.028% hits; active means well fitted inhibition curve with a large enough effect in the polarisation, with a control signal flat; inconclusive means small, poorly fitted or top-dose-only effect, or effect the other way, or a change in a side signal; inactive means no such curve, though single readings can be large or run the other way; the % refers to the polarisation;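 further: polarization taken with two DNA probes labelled with fluorescein and Texas red; potency means the concentration at half of the fitted maximal effect; % of control where 0% means no effect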
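His-tagged ERG Ets domain (1 uM in the protein solution; 300mM KCl, 50mM Tris-HCl, 1mM EDTA, 1mM DTT, pH 7.5) received compound, then a probe mix of 5 nM fluorescein-DNA and 100nM Texas-615-DNA. Fluorescence polarization was read for both dyes.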
GLS inhibitor – blocks human kidney-isoform glutaminase activity; AID 624170; GLS enzymatic activity, qHTS titration; 410,000 compounds, 0.21% hits; Potency, µM (titrated, usually from 45.5 µM), for the others: at the top dose activity change, negative = inhibition, usual class: inhibitors; further: potency means the concentration at half of the fitted maximal effect; on the % scale 0 is the no-effect control and ±100 the full control effect
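Coupled fluorescence readout: glutamate oxidase/HRP/Amplex Red detect glutamate formed by hKGA from L-glutamine (1 mM solution added). Buffer 45 mM KH2PO4 pH 8.2, 0.02% Tween-20; reads at t0 and 30 min RT.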
HP1b binding inh – inhibitors of HP1-beta chromodomain binding to methylated histone tails | P83916 | AlphaScreen HP1-beta / biotin-H3K9me3 peptide binding | Potency, µM (doses to about 114 µM), for inactives: at the highest dose activity change, negative = inhibition, hits mostly inhibitors | 390,000 compounds, 0.56% hits; further: potency means the concentration at half of the fitted maximal effect; nearly all actives have a fitted effect of over 70% in size; inactives centre near 23
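HP1-beta protein (50 nM final) preincubated 30 min at room temperature with biotinylated H3(1-18)K9me3 peptide (50 nM) in PBS pH 7.4, 0.01% Tween-20, then compound added for 30 min. AlphaScreen streptavidin donor/nickel chelate acceptor beads (10 ug/mL final), 30 min dark, luminescence read.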
The depositor's hits bear a star; i = inactive; ? = inconclusive; · = not tested or not shown; & = joins results of further samples; [ ] = remark or other dose. Unless noted, the call rests on the fitted dose curve; in most records, active means well fitted curve in the direction sought with a large enough effect; inconclusive means small, poorly fitted or top-dose-only effect, or another doubt; inactive means no such curve, though single readings can be large; an effect the other way counts as inactive or inconclusive.

JMJD2A Tudor inh	G9a block	PI4K2A block	Pin1 inhibitor	PGK inhibitor	BAZ2B inh	ERG Ets-DNA blk	GLS inhibitor	HP1b binding inh	SMILES
-32%	?	-9	0%	-3%	?	6%	2%	62%[activator]	CC(=O)Oc1ccc(N2C(=O)CC(N3CCOCC3)C2=O)cc1 (stereo unspecified)
?	45µM*	-1	1%	0%	?	6%	39%[activator]	14%	COc1ccc(N2CCN(c3nc4ccc(C)cn4c(=O)c3C=O)CC2)cc1
50µM*	·	4	4%	1%	32µM*	?	23%	-12%	C(=N\Nc1nc(Nc2ccccc2)nc(N2CCOCC2)n1)/c1c[nH]c2ccccc12
-5%	-1%	4	58%[activator]	i	-11%	-8%	-10%	31%	O=C(N/N=C/c1ccc2c(c1)OCO2)c1ccc(COc2cccc3cccnc23)cc1
7%	5%[2.33 µM]	3	14%	-6%	2%	12%	2%	69%[activator]	CC(=O)Nc1ccc(NC(=O)CSc2nnc(C3CC3)n2-c2ccccc2)cc1
-10%	?	-1	-1%	-10%	5%	-5%	-1%	11%	CCCCn1c(N)c(N(CCOC)C(=O)c2cccc(S(=O)(=O)N(C)c3ccccc3)c2)c(=O)[nH]c1=O
-7%	-6%	-3	-8%	0%	-6%	7%	-7%	25%	COC(=O)CS(=O)(=O)c1cc([N+](=O)[O-])ccc1NC(=O)OC
-12%	6%[12.7 µM]	-2	-6%	1%	7%	-6%	9%	37%	CN(c1ccc(F)cc1)S(=O)(=O)c1ccc(Cl)c(C(=O)NC2(C)CCS(=O)(=O)C2)c1 (stereo unspecified)

JMJD2A Tudor inh	G9a block	PI4K2A block	Pin1 inhibitor	PGK inhibitor	BAZ2B inh	ERG Ets-DNA blk	GLS inhibitor	HP1b binding inh	SMILES
-3%	0%	2	-2%	-8%	4%	14%	-12%	45%[activator]	O=C(CCCO)CCCCCCCCC[C@H]1N[C@H](CO)[C@@H](O)[C@@H]1O
26%	35%	-3	5%	-2%	13%	-10%	-11%	72%[activator]	Cc1nnc(SCc2ccc(F)cc2Cl)s1
-18%	0%[59 µM]	-5	-11%	-13%	5%	-15%	-4%	22%	Cc1cc(F)ccc1S(=O)(=O)Nc1ncnc2scc(-c3ccc(F)cc3)c12
5%	21%	6	-4%	-4%	10%	6%	0%	17%	O=C(OCC(=O)N(C1CCCCC1)C1CCCCC1)c1ccco1
1%	?	-1	2%	1%	-1%	-3%	0%	-10%[57 µM]	Cc1cccn2c1nc(=S)n2C(=O)c1ccco1
-15%	3%	-1	3%	-2%	-6%	6%	-5%	21%	CCOc1ccc(C(C(=O)NCC2CCCO2)N(Cc2ccccc2)C(=O)c2snc(C(N)=O)c2N)cc1 (stereo unspecified)
-29%	-4%[59 µM]	7	0%	-1%	-19%	0%	3%	-10%	COc1cccc(CNS(=O)(=O)c2c(C(=O)N3CCC(C)CC3)c(C)n(C)c2C)c1
-31%	?	-3	14%	-6%	-6%	-2%	-5%	29%	CCc1ccc(CC2S/C(=C(\C#N)C(C)=O)NC2=O)cc1 (stereo unspecified)

JMJD2A Tudor inh	G9a block	PI4K2A block	Pin1 inhibitor	PGK inhibitor	BAZ2B inh	ERG Ets-DNA blk	GLS inhibitor	HP1b binding inh	SMILES
25%	·	0	-2%	0%	-1%	10%	-16%	61%[activator]	Cc1cc(C)cc(OCc2nc(-c3cccnc3)no2)c1
-6%	16%[59 µM]	-8	-8%	-10%	0%	-18%	4%	26%	CC(C)NC(=O)NC(=O)CSc1ccccc1F
-13%	2%[59 µM]	-8	-1%	-6%	-21%	3%	3%	31%	COc1cccc(C(=O)Nc2c(C(=O)Nc3ccc(F)cc3)oc3ccccc23)c1OC
-11%	·	-5	-1%	14%	-5%	8%	3%	19%	O=C(Cn1c(=O)cnc2ccccc21)Nc1ccccc1N1CCOCC1
45µM*	7.9µM*	-2	-7%	-8%	40µM*	3%	1%	-16%[57 µM]	CN(C)c1ccc(CNC(=O)CN2CCSc3ccc(S(=O)(=O)N(C)C)cc32)cc1
-22%	·	-5	13%	3%	56µM*	2%	5%	-11%	O=C(CSc1nnc2c3ccccc3c3ccccc3c2n1)Nc1ccccc1F
-2%	31%[activator]	2	-6%	4%	4%	-2%	4%	55%[activator]	CC(C)Cc1nnc(NC(=O)CCC(=O)Nc2ccccc2)s1
-12%	?	-1	2%	5%	-15%	11%	30%[activator]	35%	COc1cc(C2C(C#N)=C(N)N(N(C)C)C3=C2C(=O)CCC3)ccc1O (stereo unspecified)

JMJD2A Tudor inh	G9a block	PI4K2A block	Pin1 inhibitor	PGK inhibitor	BAZ2B inh	ERG Ets-DNA blk	GLS inhibitor	HP1b binding inh	SMILES
1%&-7%	1%	2&-1	1%&-9%	6%&2%	-7%&-5%	-4%&-2%	?	41%&32%[activator]	CCC(Sc1ccc2nnc(CCNS(=O)(=O)c3ccc(OC)cc3)n2n1)C(=O)OC (stereo unspecified)
3%	40%[12.7 µM]	-6	-3%	3%	7%	9%	-2%	29%	CCOC(=O)Cn1cc([N+](=O)[O-])c(OC)n1
45µM*	·	-14	?	-2%	·	·	9%	?	c1ccc(CNc2ccc(N3CCOCC3)cc2)cc1
-25%	10%	1	-5%	-1%	-2%	11%	-9%	51%[activator]	CCOC(=O)CNC(=O)C(CC(N)=O)NC(=O)OC(C)(C)C (stereo unspecified)
-2%	2%[59 µM]	0	20%	-6%	-2%	0%	-7%	31%	O=C(c1ccc(Nc2nc3ccccc3n3nnnc23)cc1)N1CCN(c2ccc(F)cc2)CC1
-2%	50µM*	-2	-5%	i	-19%	11%	-8%	36%	N#Cc1cc2ccccc2nc1SCC(=O)NC1CC1
-8%	10%	1	0%	0%	-4%	-6%	-12%	17%	COCCCn1c(-c2cccc(Cl)c2)nc2c1c(=O)[nH]c(=O)n2Cc1ccccc1
?	?	-1	24%	7%	50µM*	5%	1%	?	O=S(=O)(Nc1ccc(N2CCCCC2)cc1)c1ccccc1

JMJD2A Tudor inh	G9a block	PI4K2A block	Pin1 inhibitor	PGK inhibitor	BAZ2B inh	ERG Ets-DNA blk	GLS inhibitor	HP1b binding inh	SMILES
-8%	14%[59 µM]	-1	2%	4%	8%	1%	2%	30%	C/C(Cc1ccccc1)=N\NC(=O)C1CCCCC1
-14%	16%[2.33 µM]	0	0%	-1%	6%	-7%	-5%	36%	CC(C)C[C@H]1CN=C(Nc2ccccc2)N1CCC(C)c1ccccc1 (stereo partly specified)
?	-2%[59 µM]	-3	0%	·	-13%	2%	12%	20%	CCOc1ccc(-c2cc3c(=O)n(CC(=O)NCc4ccccc4)ccn3n2)cc1
-13%	0%[59 µM]	-7	5%	·	?	1%	-1%	73%[activator]	Cc1cccc(C)c1NC(=O)CCS(=O)(=O)c1ccc2c(c1)n(C)c(=O)c(=O)n2C
-12%	1%	-2	-1%	i	-14%	-9%	-2%	27%	COc1cc(C(=O)Nc2cc(C(F)(F)F)ccc2-n2cncn2)cc(OC)c1OC
3%	4%	-1	2%	-6%	3%	-2%	-10%	38%	COc1cc(CC(=O)N(C)CC(=O)Nc2cc(C)ccc2C)cc(OC)c1OC
-8%	-8%	7	-10%	i	3%	-9%	-9%	63%[activator]	COc1cccc(C(=O)NC23CC4CC(CC(C4)C2)C3)c1
-23%	-7%[59 µM]	3	62%[activator]	-2%	79µM*	-2%	-2%	12%	CCc1ccc(C(=O)c2cn(CC(=O)Nc3ccc(F)c(F)c3)c3cc(OC)c(OC)cc3c2=O)cc1

JMJD2A Tudor inh	G9a block	PI4K2A block	Pin1 inhibitor	PGK inhibitor	BAZ2B inh	ERG Ets-DNA blk	GLS inhibitor	HP1b binding inh	SMILES
-5%	-11%[59 µM]	-4	5%	3%	-18%	1%	-2%	20%	COc1cc(-c2nnc(-c3cccs3)o2)cc(OC)c1OC
-4%	-1%	-5	-1%	4%	-8%	-2%	3%	17%	O=C(Cc1ccc(F)cc1)Nc1ccc(F)c([N+](=O)[O-])c1
-8%	2%[59 µM]	2	5%	i	?	-1%	-1%	57%[activator]	CCOc1cc(C(=O)Nc2ccc(-c3nc4ccccc4s3)cc2Cl)cc(OCC)c1OCC
-6%	-3%[12.7 µM]	-1	-4%	-1%	5%	-7%	0%	27%	Cc1ccc(NC(=O)[C@@H]2CCCN2S(=O)(=O)c2ccccc2F)cc1
-19%	6%	0	-7%	-1%	12%	-7%	4%	3%	C=CCn1c(SCC(=O)Nc2ccc3c(c2)OCCO3)nnc1-c1ccco1
-7%	-7%[12.7 µM]	-2	0%	-4%	-3%	1%	0%	24%	CCOC(=O)C1=C(C)NC(=O)NC1/C=C/c1ccccc1OC (stereo unspecified)
4%	9%[59 µM]	-15	3%	-4%	6%	-5%	6%	6%	CC(/C=C/c1ccc(OCc2ccccc2)cc1)=N\O
-19%	-4%[59 µM]	0	-1%	i	-2%[57.1 µM]	0%	8%	36%	Cc1cccc(NC(=O)c2c(C)oc3ncnc(N4CCCCC4)c23)c1C
-5%	-29%[59 µM]	-1	-1%	8%	-3%	0%	2%	53%[activator]	CC(=O)c1ccc(NC(=O)COc2ccccc2-c2nc(C(C)C)no2)cc1
-33%	-32%	-4	18%	-7%	-37%	-3%	3%	16%	COc1ccccc1NC(=O)Cn1c(=O)n(CCc2c[nH]c3ccccc23)c(=O)c2cccnc21

Compound activity deposited in PubChem BioAssay by National Center for Advancing Translational Sciences (NCATS).

Not a hit list; any-hit rate near 11%.
